Screening results deposited in PubChem BioAssay by several laboratories.
MC4R ag barr – MC4R agonists recruiting beta-arrestin, primary screen, cell-based, luminescence, agonist arm of biased-ligand search; Melanocortin receptor 4 (Homo sapiens), P32245; U2OS MC4R beta-arrestin complementation; percent of melanotan II response, DMSO zero; activation, % at 8.9 µM; hit rate 0.98% among 360,000; AID 540308, 2011;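 active = activation above a per-plate cutoff, the mean activation of sample wells on that plate plus 3 SD, cut at about 8% in these data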
Target sequence (P32245 whole entry, looked up): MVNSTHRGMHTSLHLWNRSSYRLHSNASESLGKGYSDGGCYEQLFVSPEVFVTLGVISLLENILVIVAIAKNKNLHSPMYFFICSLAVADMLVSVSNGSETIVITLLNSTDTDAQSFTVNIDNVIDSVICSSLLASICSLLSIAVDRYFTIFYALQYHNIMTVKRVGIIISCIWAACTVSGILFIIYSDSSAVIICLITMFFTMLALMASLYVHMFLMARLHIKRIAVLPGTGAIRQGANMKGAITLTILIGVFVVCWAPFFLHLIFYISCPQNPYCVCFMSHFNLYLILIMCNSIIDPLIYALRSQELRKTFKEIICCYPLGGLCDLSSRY
Cardio protect – cardioprotection against H2O2-induced cell death, primary screen, uHTS, H9c2 cells, ATPLite luminescence | H9c2 cardiomyocytes, H2O2 injury protection, 2 h | protection from H2O2 cell death, % at 20 µM | hit rate 0.63% among 360,000 | AID 588492, 2011;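 active = compounds giving at least 50% protection of heart cells from peroxide-induced death in the single-dose screen, raw or plate-pattern-corrected value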;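 note: 0% = DMSO wells with peroxide and 100% = DMSO wells without peroxide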
Glyco luc inh – increase of ERlucT glycosylation luciferase signal, primary screen, N-linked glycosylation inhibitor project, D54 ERlucT cells, luminescence, set 2; hit rate 0.23% among 360,000; D54 ERlucT glycosylation luciferase reporter, 24 h; percent of 100 nM tunicamycin response; reporter increase, % at 12.5 µM; AID 588692, 2011;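 active = mean luciferase reporter signal, scaled so untreated is 0 and the glycosylation-blocking control 100, at or above a set limit in every replicate; inconclusive = mean reaches the limit but not every replicate does; inactive = mean below the limit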;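 note: luciferase carries N-glycosylation sites so blocking glycosylation raises the light; 0% = median of neutral control wells and 100% = median of 100 nM tunicamycin wells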
aDG glyco act – activators of alpha-DG glycosylation, primary screen, uHTS, Pro5-aDG cells, AlphaScreen; hit rate 0.22% among 360,000; activation, % at 10 µM; alpha-DG glycosylation AlphaScreen (IIH6); 0% Pro5, 100% B10-LARGE cell signal; AID 624168, 2012;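 active = activation of at least 8% versus controls, or a plate z-score of at least 8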;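 note: Pro5 are CHO cells carrying HIG-tagged alpha-DG that lacks glycosylation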
m5-HT2A agonist – mouse Htr2a agonists via beta-arrestin recruitment, primary screen, cell-based, luminescence; hit rate 0.66% among 360,000; CHO-K1 mHTR2A beta-arrestin complementation; percent of 30 µM serotonin response; activation, % at 7.6 µM; 5-hydroxytryptamine receptor 2A (Mus musculus), P35363;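 active = activation above a run cutoff, the mean activation of all tested compounds plus 3 SD, cut at about 14% in these data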;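 note: 0% = plate median of compound wells and 100% = 30 µM serotonin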
Target sequence (P35363 whole entry, looked up): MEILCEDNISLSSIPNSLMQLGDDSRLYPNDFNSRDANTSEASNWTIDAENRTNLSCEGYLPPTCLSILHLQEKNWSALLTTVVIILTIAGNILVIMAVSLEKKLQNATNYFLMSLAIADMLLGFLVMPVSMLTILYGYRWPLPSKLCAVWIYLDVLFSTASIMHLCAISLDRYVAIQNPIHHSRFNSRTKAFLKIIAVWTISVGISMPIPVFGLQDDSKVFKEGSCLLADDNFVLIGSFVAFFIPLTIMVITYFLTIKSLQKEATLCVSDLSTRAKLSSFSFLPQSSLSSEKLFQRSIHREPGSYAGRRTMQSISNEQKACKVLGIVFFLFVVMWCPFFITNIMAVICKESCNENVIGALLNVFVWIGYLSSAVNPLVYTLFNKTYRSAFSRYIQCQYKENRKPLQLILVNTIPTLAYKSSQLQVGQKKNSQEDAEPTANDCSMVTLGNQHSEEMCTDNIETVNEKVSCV
MC4R antagonist – MC4R antagonists of cAMP signaling, primary screen, cell-based, TR-FRET, antagonist arm of biased-ligand search; Melanocortin receptor 4 (Homo sapiens), P32245; MC4R-expressing cells, MTII-stimulated cAMP, LANCE TR-FRET; inhibition, % at 6.5 µM; hit rate 0.48% among 360,000;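 active = inhibition above its plate's cutoff, the mean of tested wells on that plate plus 3 SD, cut at about 29% in these data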;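 note: 0% = Melanotan II alone and 100% = Melanotan II plus saturating MCL0020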
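material = U2OS cells stably expressing human melanocortin 4 receptor (MC4R) | also added = Melanotan II challenge | dosing = single nominal compound dose of 6.5 µM | detection = TR-FRET with Eu-cAMP and labeled anti-cAMP, 671 nm | replication = singlicate | timing = compound 30 min, challenge 1 h, detection 1 h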
Vif imaging – HIV Vif self-association inhibitors, primary screen, imaging, HEK293T, single point. HEK293T cells, Vif self-association by quenched fluorescence, 24 h. inhibition, % at 7.49 µM. hit rate 0.35% among 340,000; in the data active = inhibition above about 50%, passing the limit was not always enough; inconclusive = no clear call, values can overlap the other calls; inactive = below about 31%; note: some results filed as inactive read as strong as hits
PDI inh – inhibitors of human PDI, primary screen, biochemical, turbidity, single point, plate reader; Protein disulfide-isomerase (Homo sapiens), P07237; PDI insulin aggregation turbidity, A650, 90 min; inhibition, % at 10 µM; hit rate 0.052% among 350,000; AID 588391, 2011;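 active = mean inhibition across replicates of 30% or more, whatever share of single replicates reach that level; inconclusive = mean inhibition below 30% while every single replicate reaches 30%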;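 note: absorbance from insulin aggregation driven by PDI reduction with DTT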
ABCB6 inh MLPCN – ABCB6 transporter inhibitors, primary screen, K562-ABCB6 cells, flow cytometry, MLPCN library; ATP-binding cassette sub-family B member 6 (Homo sapiens), Q9NP58; K562-ABCB6 porphyrin accumulation, 1 h; active compounds read low; fluorescence ratio to DMSO, % at 10 µM; hit rate 0.19% among 360,000; AID 602162, 2011;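 active = fluorescence ratio to DMSO below 75%, the collection mean minus 3 SD; inconclusive = too few cells collected in the well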;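 note: signal is porphyrin accumulated inside mitochondria; 100% equals median channel fluorescence of DMSO control wells; lower ratio means ABCB6 inhibition with less porphyrin fluorescence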
CaV13 ICDI inh – Disruptors of the CACNA1D IQ motif to Ca2+-dependent inactivation inhibitor domain association, primary screening, Förster resonance energy transfer in intact living …; inhibition, % at 12.3 µM; HEK cells, CFP/YFP FRET ICDI-IQ, plate reader, 10 min; percent FRET-ratio fall versus neutral wells; hit rate 0.098% among 340,000; AID 743397;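 active = mean replicate inhibition of at least 30% and at least 1% of replicates passing that level; inconclusive = only one of the two criteria is met; inactive = neither criterion is met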;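 note: 0% = median of the neutral control wells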
An asterisk follows results filed as active; ? = inconclusive; · = no result given. Compounds were not picked by outcome; 3.6% or so of the library scored in one or more.

Every second line gives: MC4R ag barr, Cardio protect, Glyco luc inh, aDG glyco act, m5-HT2A agonist, MC4R antagonist, Vif imaging, PDI inh, ABCB6 inh MLPCN, CaV13 ICDI inh
O=C(COC(=O)c1ccc[nH]c1=O)NC1CCCCC1
 : -0.8, -5, 2, 0.0, -2, 5, -2, 0, 95, -2
CC(NCC(O)COCc1ccc(Cl)cc1)c1ccccc1 (stereo unspecified)
 : -0.4, 2, -2, 0.4, 7, 5, ·, ?, 110, -5
N/C(=N\OC(=O)CCCCCN1C(=O)c2ccccc2C1=O)c1ccccc1
 : -1.4, -10, 1, 0.0, -6, 10, -13, -8, 101, -6
CCOc1ccc(S(=O)(=O)N2CCCCC2)cc1NC(=O)c1c(CC)noc1C
 : -2.4, -5, -2, -0.4, -5, 7, 4, -10, 102, -2
C=C(C)Cn1c(-c2ccc(OC)cc2)nc2ccccc21
 : -0.5, -8, -1, 1.5, -1, 0, ·, -5, 100, ·
Cc1cnc(C(=O)NC2CCSc3ccccc32)cn1 (stereo unspecified)
 : -2.1, 0, -1, 0.1, -4, 1, -5, 2, 102, -6
CN1CCN(C(=O)c2cc(-c3ccco3)on2)CC1
 : 2.6, -1, 0, 0.0, 6, 7, 1, 3, 103, -7
Cc1ccc2oc(C(=O)NCC3CCOCC3)c(C)c2c1
 : -2.4, -3, 1, -0.2, -4, 1, ·, 5, 93, -5
COc1ccccc1NC(=O)C(C)OC(=O)Cc1ccsc1 (stereo unspecified)
 : -3.7, -1, 1, -0.1, -4, -2, 1, -3, 94, -4
O=C1CSc2ccccc2N1Cc1ccc(F)cc1
 : 2.4, 2, -3, -0.2, -4, 8, 6, 2, 97, -7
CCCCN1C(=O)C(=O)NC[C@@H]1CCCCN
 : -0.3, 0, 1, -0.4, -4, 5, ·, 2, 103, -13
CCc1ccc(S(=O)(=O)Nc2ccc(O)c3c(=O)cc(-c4ccccc4Cl)oc23)cc1
 : -1.2, 3, -2, 0.0, -3, -4, -2, 11, 98, -6
O=C(Nc1ccc(Cl)cc1)N1CCC(c2ccccc2)C1 (stereo unspecified)
 : -1.6, -18, -9, 0.2, -3, 9, 30, -1, 94, -3
COc1cccc(-c2nnc3sc(-c4ccccc4)nn23)c1
 : 1.2, 8, -3, 0.9, -4, 4, -13, 4, 96, -5
O=C(O)CC1=C(c2ccc(F)cc2)CCC1=O
 : -1.1, 4, 1, -0.1, 0, 2, -6, -3, 99, -19
C[C@H](CO)N1C[C@H](C)[C@@H](CN(C)S(=O)(=O)c2ccc(F)cc2)Oc2ccc(NC(=O)c3ccncc3)cc2C1=O
 : 0.9, 18, 1, 0.2, 7, 0, 4, 17, 97, -4
NNC(=O)c1cccc(COc2ccccc2Br)c1
 : -1.3, 1, -3, 0.0, -5, 6, -1, -1, 88, -4
COc1cc(/C=C/C(=O)OCC(=O)NC2CCCCCCC2)ccc1O
 : 0.2, -2, 2, 0.6, 4, 10, -2, -2, 99, -2
Cc1nnc(SCCn2c(Br)nc3c2c(=O)n(C)c(=O)n3C)s1
 : -0.6, 4, 2, 0.2, -2, -3, -3, 12, 103, -5
O=[N+]([O-])c1ccc(NC(c2ccccc2)c2ccc3cccnc3c2O)cc1 (stereo unspecified)
 : -4.5, 35, -11, 1.9, -7, 7, 9, 19, 100, -3
Cc1cccc(NC(=S)NC(=O)c2ccc(-c3ccccc3)cc2)n1
 : 4.4, -24, -1, -0.3, -4, 19, -5, -7, 100, -2
Nc1n[nH]c(N)c1N=Nc1ccc(Cl)cc1
 : -0.2, -3, 8, -0.4, 2, -8, -3, 4, 100, -14
Cc1cccc(NCc2nc(-c3ccccc3)no2)c1
 : 0.8, -14, -3, 0.0, -4, -1, 0, ·, 97, -2
COc1ccccc1CNC(=O)COC(=O)c1cc2ccccc2o1
 : -0.3, 0, 0, -0.1, 2, 21, 0, 8, 100, -7
Cc1cc(C)n2nc(C(=O)NCc3cccc(C(F)(F)F)c3)nc2n1
 : 0.4, 5, 3, -0.1, -3, 15, 3, 3, 106, 4
CCCCc1c(C)c2cc(C)ccc2[nH]c1=O
 : -0.1, -1, 4, 0.7, 0, 1, -16, 2, 91, -3
CN(C)/C=C1/OC(=O)C(C#N)=C1c1ccc(Cl)cc1
 : -1.5, -2, -1, -0.1, 6, -10, 5, -9, 99, -4
CCCCN1C(=O)NC2NC(=O)NC21 (stereo unspecified)
 : -1.2, 5, 2, -0.2, 0, 2, 9, 2, 86, 0
COc1ccccc1N1CCN(C2CCCN(C(=O)Cn3cccn3)C2)CC1 (stereo unspecified)
 : -2.0, -2, 3, 0.2, -2, 4, -1, 0, 93, -2
COc1cccc(/C=N/NC(=O)CNC(=O)C(c2ccccc2)c2ccccc2)c1O
 : 0.3, 43, 0, 0.0, -4, 1, -9, ?, 92, -4
O=C(CSc1nnc(CNc2ccc(F)cc2)o1)N1CCN(C(=O)c2ccco2)CC1
 : 0.2, 3, -1, 0.3, 1, 15, 3, 10, 89, ·
CC1(C)Cc2cccc(Oc3ccc(S(=O)(=O)N4CCCC4)cn3)c2O1
 : -3.3, -12, -1, 0.7, 6, 15, 5, 3, 91, 3
O=C(CCN1CCOCC1)c1ccc(Br)cc1
 : -0.7, -25, 3, 0.6, 2, 9, 3, 3, 99, 5
CN1/C(=C\C(=O)Nc2ccc(Br)cc2)C(C)(C)c2ccccc21
 : -0.1, -7, 1, 0.3, -2, 2, 0, -6, 97, -2
CS(=O)(=O)N1CCN(c2ccccc2NC(=O)c2cccnc2)CC1
 : -0.2, 3, 1, -0.2, -3, 1, -6, 3, 94, ·
CCOc1ccc(-n2ccnc2SCC(=O)NCc2ccc3c(c2)OCO3)cc1
 : 0.6, -12, 1, 0.2, -1, -1, -16, 27, 99, ·
COc1ccccc1C(=O)N/N=C/C(C)=C/c1ccccc1
 : -0.4, -9, 1, -0.1, 1, 2, -1, -2, 99, -4
CN(CCCNC(=O)c1ccc(CS(=O)c2ccc(Br)cc2)o1)Cc1ccccc1 (stereo unspecified)
 : -2.2, 8, -1, 0.0, -9, 4, 9, 2, 89, -7
CC(C)CN1CCN(CCCOC(=O)Nc2cccc3ccccc23)CC1C (stereo unspecified)
 : 0.2, 2, -3, 0.1, -1, -1, 2, 4, 96, -5
COc1ccccc1-c1nn2c(-c3ccco3)nnc2s1
 : -1.1, 37, 12, -0.2, -1, -30, -1, 5, 100, -7
C/C(=N\NC(=O)C1CC1)c1ccc(C)cc1C
 : -2.4, 3, -1, 0.0, -1, 10, 17, 4, 96, -4
O=C(Cn1nnc(-c2cccc(C(F)(F)F)c2)n1)NC(=O)NCc1ccco1
 : 4.5, -16, 1, -0.1, 1, 4, ·, -5, 98, -5
N#Cc1ccc(Oc2ccc(C(F)(F)F)cc2NC(=O)c2ccc(F)cc2)cc1
 : 0.3, -2, -5, -0.1, -2, 5, -2, -1, 95, -4
COc1ccccc1Oc1nc(-c2cccnc2)nc2ccccc12
 : 1.6, -3, -1, -0.2, 0, 17, -8, 0, 103, -5
Cc1cccn2c(=O)nc(SCC(=O)NC3CCCCC3)nc12
 : 0.6, -1, 0, -0.1, 6, 8, 4, -5, 96, -6
COc1cc(NC(=O)N2CCOCC2)cc(OC)c1
 : -1.3, -1, 0, -0.1, 1, 7, -8, -3, 105, ·
COc1cc(C2(c3ccc(O)c(OC)c3)C(=O)Nc3c(Br)cc(Br)cc32)ccc1O
 : 1.7, -8, 3, -0.1, 1, 8, -1, 12, 94, -15
CCOc1cc(CN2CCc3c([nH]c4ccccc34)C2)ccc1OC
 : -0.6, -5, -2, 0.1, -1, 1, -4, 4, 98, -21
Nc1ccc(Oc2ccc3nc(-c4ccccc4)c(-c4ccccc4)nc3c2)cc1
 : -3.6, ·, -2, ·, 3, 12, 5, -4, 103, 1
Cc1ccc(O)c(C(=O)c2cnn(C(=O)Cc3csc(C)n3)c2)c1
 : -0.8, -4, -6, -0.1, -3, 3, -8, 6, 99, -4
CSc1nc2nc(-c3ccccc3)cc(C(F)(F)F)n2n1
 : -0.8, 7, -4, 0.0, -2, 0, -3, -3, 96, ·
Cc1ccc(NC(=O)COC(=O)c2ccccc2-c2nc3ccccc3s2)c(C)c1
 : -1.7, -10, -3, 0.4, 1, 1, -2, 2, 99, -2
CC1CC(C)CN(S(=O)(=O)c2ccc(NC(=O)CN3CCCCCC3)cc2)C1 (stereo unspecified)
 : 6.4, -13, -3, -0.1, -7, 6, 22, -7, 96, -12
N/C(=N\OC(=O)c1ccc(Cl)cc1Cl)c1ccc(Cl)cc1
 : 5.0, -29, -3, -0.3, 8, -4, 9, -1, 100, ·
Cc1ccc(C2(C)NC(=O)N(CC(=O)N(c3ccccc3)C3CCS(=O)(=O)C3)C2=O)cc1 (stereo unspecified)
 : -0.5, 0, 8, 0.1, -2, 0, 2, 0, 97, -6
COc1ccc(C(=O)Sc2nncc3ccccc23)cc1
 : -1.6, 26, 2, -0.3, -2, -1, 1, -3, 101, -1

Whole records, quoted from the list. Values in the order: MC4R ag barr, Cardio protect, Glyco luc inh, aDG glyco act, m5-HT2A agonist, MC4R antagonist, Vif imaging, PDI inh, ABCB6 inh MLPCN, CaV13 ICDI inh
CC(C)CN1CCN(CCCOC(=O)Nc2cccc3ccccc23)CC1C (stereo unspecified) in the list: 0.2, 2, -3, 0.1, -1, -1, 2, 4, 96, -5
CN(CCCNC(=O)c1ccc(CS(=O)c2ccc(Br)cc2)o1)Cc1ccccc1 (stereo unspecified) in the list: -2.2, 8, -1, 0.0, -9, 4, 9, 2, 89, -7
Cc1ccc(NC(=O)COC(=O)c2ccccc2-c2nc3ccccc3s2)c(C)c1 in the list: -1.7, -10, -3, 0.4, 1, 1, -2, 2, 99, -2

Structures from the list above that have a cyano group (two):
Every second line gives: MC4R ag barr, Cardio protect, Glyco luc inh, aDG glyco act, m5-HT2A agonist, MC4R antagonist, Vif imaging, PDI inh, ABCB6 inh MLPCN, CaV13 ICDI inh
CN(C)/C=C1/OC(=O)C(C#N)=C1c1ccc(Cl)cc1
 : -1.5, -2, -1, -0.1, 6, -10, 5, -9, 99, -4
N#Cc1ccc(Oc2ccc(C(F)(F)F)cc2NC(=O)c2ccc(F)cc2)cc1
 : 0.3, -2, -5, -0.1, -2, 5, -2, -1, 95, -4
